Source: PubChem BioAssay (National Center for Advancing Translational Sciences (NCATS))
Apoferritin bind: binds horse apoferritin like a general anesthetic; apoferritin/1-aminoanthracene competitive binding, fluorescence; Potency, µM (titrated, usually from 77.5 µM), without a hit: top-dose activity change, negative = displacement, usual class: inhibitors; 0.074% of 350,000 active; also: % is scaled to controls: 0 for no effect and ±100 for the full control effect; nearly all actives have a fitted effect of over 20% in size
Target sequence (P02791 2-175 limits assumed): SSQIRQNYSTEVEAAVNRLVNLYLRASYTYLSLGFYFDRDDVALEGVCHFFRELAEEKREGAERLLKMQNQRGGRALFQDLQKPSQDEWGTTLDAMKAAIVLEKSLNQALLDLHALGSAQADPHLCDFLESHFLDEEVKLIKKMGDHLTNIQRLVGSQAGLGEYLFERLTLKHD
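Apoferritin-based anesthetic binding model; compound displacement of fluorescent 1-AMA measured as endpoint fluorescence after 10 minutes at room temperature, scaled to free-ligand and complex controls.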
Pol kappa inh: inhibitors of human DNA polymerase kappa. purified Pol kappa, fluorescent DNA synthesis assay, 10 min. Potency, µM (doses to about 107 µM), inactives show at the top dose activity, negative = inhibition, usual class: inhibitors. 0.53% of 400,000 active. AID 588579; also: % is scaled to controls: 0 for no effect and ±100 for the full control effect
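Here, compound and 10 nM enzyme are combined for 15 min at room temperature; adding 50 nM substrate (final) starts DNA synthesis, tracked by fluorescence at 0 and 10 min against buffer-only wells.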
Pol eta inh: DNA polymerase eta (human) inhibition; Q9Y253; recombinant Pol eta, fluorescent DNA replication assay; Potency, µM (titrated, usually from 114 µM), without a hit: at the top dose activity change, negative = inhibition, hits mostly inhibitors; 1.2% of 390,000 active; AID 588591; also: % is scaled to controls: 0 for no effect and ±100 for the full control effect
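Pol eta (10 nM) was preincubated with compounds for 15 min at room temperature, after which fluorescent replication substrate (50 nM final) was added to start the reaction. Fluorescence was read kinetically at 0 and 10 min.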
BLM helicase inh: inhibitors of human Bloom syndrome helicase BLM; P54132; recombinant BLM DNA unwinding, fluorescence dequenching; Potency, µM (series often up to 56.1 µM), for the others: at the top dose activity change, negative = inhibition, most hits filed as inhibitors; 0.2% of 350,000 active;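 also: plate controls were vehicle for no effect and no enzyme for full effect; nearly all actives have a fitted effect of over 35% in size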
APEX1 inh: blocks human APE1 abasic DNA cleavage; P27695; recombinant APE1, TAMRA/BHQ-2 abasic DNA cleavage fluorescence; Potency, µM (titrated, usually from 65.8 µM), for inactives: top-dose activity change, negative = inhibition, most hits filed as inhibitors; 0.35% of 350,000 active; AID 2517;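 also: plate controls were vehicle for no effect and reference inhibitor for full effect; nearly all actives have a fitted effect of over 55% in size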
Target sequence (P27695 whole entry, looked up): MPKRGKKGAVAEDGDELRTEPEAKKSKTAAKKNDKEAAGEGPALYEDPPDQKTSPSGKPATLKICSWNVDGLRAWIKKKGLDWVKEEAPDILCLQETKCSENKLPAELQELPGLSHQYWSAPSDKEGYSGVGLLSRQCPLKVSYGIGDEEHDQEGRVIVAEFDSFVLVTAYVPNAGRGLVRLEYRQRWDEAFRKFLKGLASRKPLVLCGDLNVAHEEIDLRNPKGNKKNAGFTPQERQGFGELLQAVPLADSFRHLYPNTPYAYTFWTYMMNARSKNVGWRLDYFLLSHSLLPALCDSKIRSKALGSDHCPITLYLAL
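Readout is kinetic fluorescence (ex 525, em 598 nm) from cleavage of 50 nM TAMRA/BHQ-2 THF abasic duplex by 0.75 nM APE1, compound added 15 min beforehand at RT.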
POLI inh: DNA polymerase iota (human) inhibition | Q9UNA4 | Pol iota fluorescent replication assay, 10 min | Potency, µM (series often up to 115 µM), inactives show at the highest dose activity, negative = inhibition, usual class: inhibitors | 1% of 390,000 active | AID 588590
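Pol iota at 10 nM preincubated 15 min with compounds at room temperature; reaction started with fluorescent substrate, 50 nM final. Fluorescence read kinetically at 0 and 10 min; buffer-only wells as negative control.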
BAZ2B block: BAZ2B (human) inhibition; Q9UIF8; Potency, µM (doses to about 114 µM), for inactives: at the highest dose activity change, negative = inhibition, usual class: inhibitors; AlphaScreen BAZ2B-H3K14Ac peptide displacement; AID 504333; 4.4% of 360,000 active; also: % is scaled to controls: 0 for no effect and ±100 for the full control effect; nearly all actives have a fitted effect of over 60% in size
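Compounds, titrated to a top concentration of 110 uM, were incubated 30 min at room temperature with preformed BAZ2B/acetyl-K14 H3 peptide complex (50 nM each). Proximity signal was measured by AlphaScreen after 20 min with beads.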
G9a block: inhibitors of human histone lysine methyltransferase G9a. Q96KQ7. G9a H3K9 monomethylation, AlphaScreen, 2 h. Potency, µM (top dose mostly 102 µM), inactives show at the highest dose activity, negative = inhibition, most hits filed as inhibitors. 8.8% of 350,000 active; also: % is scaled to controls: 0 for no effect and ±100 for the full control effect; nearly all actives have a fitted effect of over 75% in size
Target sequence (Q96KQ7 913-1193 limits assumed): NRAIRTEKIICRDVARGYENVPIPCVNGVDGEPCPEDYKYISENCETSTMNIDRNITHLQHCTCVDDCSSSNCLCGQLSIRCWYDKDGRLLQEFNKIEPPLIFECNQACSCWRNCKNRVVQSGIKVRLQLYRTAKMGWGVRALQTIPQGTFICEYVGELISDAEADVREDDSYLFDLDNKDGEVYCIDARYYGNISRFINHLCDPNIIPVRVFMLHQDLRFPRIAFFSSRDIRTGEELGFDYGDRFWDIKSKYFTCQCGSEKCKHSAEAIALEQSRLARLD
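Readings reflect AlphaScreen signal from monomethyl-H3K9 antibody detection. HMT at 20 nM; substrate b-H3K9 500 nM; cofactor SAM 20 uM; 2 h RT reaction; compounds tested as titrations in qHTS with 15 min preincubation.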
Pol beta inh: DNA polymerase beta (human) inhibition. Pol beta primer extension/strand displacement, fluorescence kinetic. AID 485314. 1.3% of 340,000 active. P06746. Potency, µM (series often up to 114 µM), inactives show at the top dose activity change, negative = inhibition, hits mostly inhibitors; also: % is scaled to controls: 0 for no effect and ±100 for the full control effect
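Curves were derived by four-parameter Hill fits of normalized qHTS data. The kinetic fluorescent primer-extension read was taken at 0 and 10 min after 50 nM substrate, following a 15 min room-temperature preincubation of 10 nM enzyme with compounds.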
Numbers without * were called inactive; & = joins results of further samples; [ ] = remark or other dose. Calls follow the shape of the dose curve; as a rule, active = well fitted curve in the direction sought with a large enough effect; inconclusive = small, poorly fitted or top-dose-only effect, or another doubt; inactive = no such curve, though single readings can be large; an effect the other way counts as inactive or inconclusive. Potency is read from the fitted curve at half-maximal effect. A portion of the library, so the mix of outcomes need not match the whole.

Results for COc1ccc(C(=O)CN2C3=NCCCN3c3ccccc32)cc1OC ?
Apoferritin bind: -4%; Pol kappa inh: -16%; Pol eta inh: -14%; BLM helicase inh: 2%; APEX1 inh: -3%; POLI inh: 3%; BAZ2B block: -6%; G9a block: 45µM*; Pol beta inh: 3%

How did Cc1nc2ccccc2c(=O)n1NC(=O)Nc1ccccc1 do in these assays?
Apoferritin bind: -1%; Pol kappa inh: -18%; Pol eta inh: -3%; BLM helicase inh: 1%; APEX1 inh: 1%; POLI inh: 13%; BAZ2B block: -3%; G9a block: -39%[59 µM]; Pol beta inh: -17%

What do the screens show for `O=C(NCc1ccco1)c1ccc2c(=O)n(CC3CCCO3)c(=S)[nH]c2c1` (configuration not stated)?
Apoferritin bind: -10%; Pol kappa inh: -20%; Pol eta inh: -4%; BLM helicase inh: 1%; APEX1 inh: 13%; POLI inh: 2%; BAZ2B block: 9%; G9a block: 8.9µM*; Pol beta inh: -25%

How did Cn1nc(-c2ccccc2)c(-c2nc(-c3ccc(Cl)cc3)no2)c1Cl do in these assays?
Apoferritin bind: 5%; Pol kappa inh: 9%; Pol eta inh: -13%; BLM helicase inh: -1%; APEX1 inh: -2%; POLI inh: -8%; BAZ2B block: 30%; G9a block: -42%[59 µM]; Pol beta inh: -5%

What do the screens show for `CC(C)OP(=O)(OC(C)C)C(Nc1ccccc1)c1cccc([N+](=O)[O-])c1` (configuration not stated)?
Apoferritin bind: -7%; Pol kappa inh: -4%; Pol eta inh: -26%; BLM helicase inh: -2%; APEX1 inh: -4%; POLI inh: 43%[activator]; BAZ2B block: -24%; G9a block: 3%; Pol beta inh: -25%

How did O=C(CN1CCN(C(=O)c2cccs2)CC1)NC1CCCCC1 do in these assays?
Apoferritin bind: -10%; Pol kappa inh: -11%; Pol eta inh: -16%; BLM helicase inh: 2%; APEX1 inh: 6%; POLI inh: 5%; BAZ2B block: -35%; G9a block: inconclusive; Pol beta inh: 0%

Results for CC(C)c1cc(NCC2CCCO2)n2c(nc3ccccc32)c1C#N (configuration not stated) ?
Apoferritin bind: 632%[activator]; Pol kappa inh: -2%; Pol eta inh: 9%; BLM helicase inh: -27%; APEX1 inh: -4%; POLI inh: 10%; BAZ2B block: 5%; G9a block: 16%[59 µM]; Pol beta inh: 14%

Results for COC1(OC)C(/C=C/c2ccc(Cl)cc2)C(C#N)(C#N)C1(OC)OC (configuration not stated) ?
Apoferritin bind: -5%; Pol kappa inh: -25%; Pol eta inh: -28%; BLM helicase inh: -3%; APEX1 inh: 0%; POLI inh: 8%; BAZ2B block: 3%; G9a block: inconclusive; Pol beta inh: -1%

How did COc1ccc(SCCN2CC[C@@H](C(C)(C)C)CCC2=O)cc1 do in these assays?
Pol kappa inh: -6%&4%; Pol eta inh: -17%; APEX1 inh: -21%; POLI inh: 12%&32%; BAZ2B block: 8%; G9a block: 12%[0.501 µM]

How did CC(C(=O)N1CCOCCOCCOCC1)N1C(=O)c2ccccc2C1=O (configuration not stated) do in these assays?
Apoferritin bind: -1%; Pol kappa inh: -8%; Pol eta inh: -10%; BLM helicase inh: -1%; APEX1 inh: 2%; POLI inh: 14%; BAZ2B block: -11%; Pol beta inh: 4%

Sorted by formula weight (smallest number first): three of the compounds above
Results for CC(C)c1cc(NCC2CCCO2)n2c(nc3ccccc32)c1C#N (configuration not stated) ?
Apoferritin bind: 632%[activator]; Pol kappa inh: -2%; Pol eta inh: 9%; BLM helicase inh: -27%; APEX1 inh: -4%; POLI inh: 10%; BAZ2B block: 5%; G9a block: 16%[59 µM]; Pol beta inh: 14%

How did COc1ccc(SCCN2CC[C@@H](C(C)(C)C)CCC2=O)cc1 do in these assays?
Pol kappa inh: -6%&4%; Pol eta inh: -17%; APEX1 inh: -21%; POLI inh: 12%&32%; BAZ2B block: 8%; G9a block: 12%[0.501 µM]

What do the screens show for `O=C(NCc1ccco1)c1ccc2c(=O)n(CC3CCCO3)c(=S)[nH]c2c1` (configuration not stated)?
Apoferritin bind: -10%; Pol kappa inh: -20%; Pol eta inh: -4%; BLM helicase inh: 1%; APEX1 inh: 13%; POLI inh: 2%; BAZ2B block: 9%; G9a block: 8.9µM*; Pol beta inh: -25%

Later entries:
Results for CCCCC(=O)Nc1cccc2c1C(=O)N(c1ccccc1)C2=O ?
Apoferritin bind: -12%; Pol kappa inh: -31%; Pol eta inh: -12%; BLM helicase inh: -10%; APEX1 inh: -1%; POLI inh: -13%; BAZ2B block: 11%; G9a block: 19%[12.7 µM]; Pol beta inh: -8%

What do the screens show for `O=C(O)c1ccc(NS(=O)(=O)c2ccc3nnn(O)c3c2)cc1`?
Apoferritin bind: 1%; Pol kappa inh: -40%; Pol eta inh: inconclusive; BLM helicase inh: 0%; APEX1 inh: 2%; POLI inh: -7%; BAZ2B block: inconclusive; G9a block: 16%[12.7 µM]; Pol beta inh: 1%

How did CCOC(=O)C1C(C(=O)OC)=C(c2ccc(OC)cc2)c2ccc(OC)cc2N1S(=O)(=O)C(F)(F)F (configuration not stated) do in these assays?
Apoferritin bind: -13%; Pol kappa inh: -2%; Pol eta inh: -13%; BLM helicase inh: -6%; APEX1 inh: -26%; POLI inh: -15%; G9a block: 5%[59 µM]

What do the screens show for `CCOC(=O)Cn1cc(C(=O)OC)c2ccccc21`?
Apoferritin bind: -8%; Pol kappa inh: 0%; Pol eta inh: -10%; BLM helicase inh: 1%; APEX1 inh: 2%; POLI inh: 7%; BAZ2B block: -3%; G9a block: 11%[59 µM]; Pol beta inh: 1%

How did CC(C)c1ccc(/C=C/C(=O)N2CCCCCC2)cc1 do in these assays?
Apoferritin bind: -10%; Pol kappa inh: 11%; Pol eta inh: -4%; BLM helicase inh: -4%; APEX1 inh: -7%; POLI inh: 14%; BAZ2B block: 2%; G9a block: 15%; Pol beta inh: 3%

What do the screens show for `O=C(Nc1ccccc1)c1cc(S(=O)(=O)Nc2cccnc2)ccc1Cl`?
Apoferritin bind: -4%; Pol kappa inh: 0%; Pol eta inh: -9%; BLM helicase inh: -4%; APEX1 inh: 35%; POLI inh: 79%[activator]; BAZ2B block: -16%; G9a block: 0%; Pol beta inh: 2%

Results for Cc1ccc(N(CC(=O)N2CCN(c3ccc(F)cc3)CC2)S(=O)(=O)c2c(C)nn(C)c2C)cc1 ?
Apoferritin bind: 0%; Pol kappa inh: -8%; Pol eta inh: -12%; BLM helicase inh: -5%; APEX1 inh: 14%; POLI inh: -9%; BAZ2B block: 2%; G9a block: inconclusive; Pol beta inh: 18%

Results for CCCCOC(=O)c1ccc(OC(=O)c2sc3ncn(Cc4cccc(F)c4)c(=O)c3c2C)cc1 ?
Apoferritin bind: -3%; Pol kappa inh: -22%[60.1 µM]; Pol eta inh: -23%; BLM helicase inh: 3%; POLI inh: 29%; BAZ2B block: 11%; G9a block: -3%[59 µM]; Pol beta inh: -4%

How did CCOC(=O)c1nn(-c2ccc(C)cc2)c(=O)cc1OCC(=O)Nc1cccc(OC)c1 do in these assays?
Pol kappa inh: -3%; Pol eta inh: -16%; APEX1 inh: 15%; POLI inh: 7%; BAZ2B block: -2%; G9a block: -21%

Results for Cc1ccc(NC(=S)NCc2ccc3c(c2)OCO3)cc1C ?
Apoferritin bind: inconclusive; Pol kappa inh: -14%; Pol eta inh: inconclusive; BLM helicase inh: -7%; APEX1 inh: 4%; POLI inh: 1%; BAZ2B block: -39%; G9a block: -3%[59 µM]; Pol beta inh: 3%

How did Cc1ccc2oc(=O)n(CCCOc3ccccc3)c2c1 do in these assays?
Apoferritin bind: -8%; Pol kappa inh: 1%; Pol eta inh: -16%; BLM helicase inh: -7%; APEX1 inh: -2%; POLI inh: -2%; BAZ2B block: 37%; G9a block: inconclusive; Pol beta inh: 14%

What do the screens show for `CCc1nc2nc(C)cc(Nc3ccc(OC)cc3)n2n1`?
Apoferritin bind: -3%; Pol kappa inh: 0%; Pol eta inh: -6%; BLM helicase inh: -2%; POLI inh: 7%; BAZ2B block: -11%; G9a block: -12%[59 µM]; Pol beta inh: -1%

Results for C=CCCCCCCCCC(=O)Nc1ncccn1 ?
Apoferritin bind: -18%; Pol kappa inh: -7%; Pol eta inh: -31%; BLM helicase inh: -4%; APEX1 inh: 2%; POLI inh: -2%; BAZ2B block: 1%; G9a block: -3%; Pol beta inh: -2%

What do the screens show for `CCc1nnc(NC(=O)CSc2ccc(-c3ccc(C)cc3)nn2)s1`?
Apoferritin bind: -10%; Pol kappa inh: 2%; Pol eta inh: -11%; BLM helicase inh: -1%; APEX1 inh: 0%; POLI inh: 216%[activator]; BAZ2B block: -28%; G9a block: 50µM*; Pol beta inh: 2%

How did CS(=O)(=O)N1CCCC(C(=O)N2CCOCC2)C1 (configuration not stated) do in these assays?
Apoferritin bind: 23%; Pol kappa inh: -5%[60.1 µM]; Pol eta inh: 11%; BLM helicase inh: 2%; APEX1 inh: -3%; POLI inh: 1%; BAZ2B block: 0%; G9a block: 10%[12.7 µM]; Pol beta inh: 0%

How did O=[N+]([O-])c1ccc(S(=O)(=O)Nc2ccc(-c3ccc(N4CCCC4)nn3)cc2)cc1 do in these assays?
Pol kappa inh: 0%; Pol eta inh: -15%; APEX1 inh: 6%; POLI inh: 20%; BAZ2B block: 5%; G9a block: -39%[2.33 µM]

How did C=CCOc1c(Br)cc(C2C3=C(CCCC3=O)N(C)C3=C2C(=O)CCC3)cc1OCC do in these assays?
Apoferritin bind: 130%[activator]; Pol kappa inh: -8%; Pol eta inh: -17%; BLM helicase inh: inconclusive; APEX1 inh: -1%; POLI inh: 385%[activator]; BAZ2B block: 21%; G9a block: -14%[59 µM]; Pol beta inh: 5%

What do the screens show for `CCn1ncc(/C=N/N=C2\CCC3C4CCc5cc(O)ccc5C4CCC23C)c1C` (configuration not stated)?
Apoferritin bind: -13%; Pol kappa inh: -12%; Pol eta inh: -15%; BLM helicase inh: -1%; APEX1 inh: -1%; POLI inh: 3%; BAZ2B block: -3%; G9a block: -3%[59 µM]; Pol beta inh: 0%

Results for CCSc1ncc(C#N)c(N)n1 ?
Apoferritin bind: -2%; Pol kappa inh: -14%; Pol eta inh: 9%; BLM helicase inh: -2%; APEX1 inh: 0%; POLI inh: 31%[activator]; BAZ2B block: -4%; G9a block: 26%[12.7 µM]; Pol beta inh: -1%
